Assay outcomes deposited in PubChem BioAssay by National Center for Advancing Translational Sciences (NCATS).
ALOX15B inhib: qHTS Assay for Inhibitors of 15-hLO-2 (15-human lipoxygenase 2); Polyunsaturated fatty acid lipoxygenase ALOX15B (Homo sapiens), O15296; purified 15hLO-2, xylenol orange hydroperoxide absorbance; Potency, µM (highest dose often 57.1 µM), for inactives: top-dose activity change, negative = inhibition, actives largely listed as inhibitors; hit rate 0.56% among 110,000; AID 881, 2007; further: potency means the concentration at half of the fitted maximal effect; nearly all actives have a fitted effect of over 60% in size; many of its hits are not listed in these tables
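Screening format was qHTS against 50 nM purified 15hLO-2 in Hepes pH 7.5 with detergent. Activity follows hydroperoxide formation from 45 uM arachidonic acid, measured as 573:405 nm absorbance ratio of the ferric-xylenol orange complex.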
IMPase inh: qHTS Assay for Identifying the Cell-Membrane Permeable IMPase Inhibitors. CHO-M1 cells, IP1 accumulation, HTRF TR-FRET ratio. inhibition (IP1 accumulation), % at 46.1 µM. 120,000 tested, under 10 active. AID 901, 2007; active means well fitted curve in the direction sought with a large enough effect in the signal ratio, not every such curve was filed as active; inconclusive means small, poorly fitted or top-dose-only effect, or a change in a side signal; inactive means no such curve, though single readings can be large or run the other way; the % refers to the signal ratio;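 further: cells stimulated with carbachol in lithium chloride buffer; plate controls were DMSO basal wells for no effect and reference inhibitor wells for full effect; higher means more IMPase inhibition seen as more IP1 and lower FRET ratio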
Target sequence (P97697 whole entry, looked up): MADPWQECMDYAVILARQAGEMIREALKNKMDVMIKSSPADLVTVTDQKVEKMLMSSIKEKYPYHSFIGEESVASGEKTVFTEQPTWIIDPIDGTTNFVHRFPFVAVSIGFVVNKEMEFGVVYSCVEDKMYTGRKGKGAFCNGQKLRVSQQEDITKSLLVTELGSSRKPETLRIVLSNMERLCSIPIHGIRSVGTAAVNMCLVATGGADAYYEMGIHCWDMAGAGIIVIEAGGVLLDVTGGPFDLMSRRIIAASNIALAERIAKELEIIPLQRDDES
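Carbachol-driven Gq signalling in CHO-M1 cells (2000/well) generates IP1. Compounds that block IMPase raise IP1 and so reduce the FRET signal from Eu-anti-IP1 and d2-IP1 after a 10 min room-temperature lysis.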
ALOX12 inhib: qHTS Assay for Inhibitors of 12-hLO (12-human lipoxygenase). Potency, µM (highest dose often 57.1 µM), for inactives: at the top dose activity change, negative = inhibition, actives largely listed as inhibitors. hit rate 0.12% among 150,000. purified 12-hLO, xylenol orange hydroperoxide absorbance; further: potency means the concentration at half of the fitted maximal effect; nearly all actives have a fitted effect of over 55% in size; many of its hits are not listed in these tables
Target sequence (P18054 whole entry, looked up): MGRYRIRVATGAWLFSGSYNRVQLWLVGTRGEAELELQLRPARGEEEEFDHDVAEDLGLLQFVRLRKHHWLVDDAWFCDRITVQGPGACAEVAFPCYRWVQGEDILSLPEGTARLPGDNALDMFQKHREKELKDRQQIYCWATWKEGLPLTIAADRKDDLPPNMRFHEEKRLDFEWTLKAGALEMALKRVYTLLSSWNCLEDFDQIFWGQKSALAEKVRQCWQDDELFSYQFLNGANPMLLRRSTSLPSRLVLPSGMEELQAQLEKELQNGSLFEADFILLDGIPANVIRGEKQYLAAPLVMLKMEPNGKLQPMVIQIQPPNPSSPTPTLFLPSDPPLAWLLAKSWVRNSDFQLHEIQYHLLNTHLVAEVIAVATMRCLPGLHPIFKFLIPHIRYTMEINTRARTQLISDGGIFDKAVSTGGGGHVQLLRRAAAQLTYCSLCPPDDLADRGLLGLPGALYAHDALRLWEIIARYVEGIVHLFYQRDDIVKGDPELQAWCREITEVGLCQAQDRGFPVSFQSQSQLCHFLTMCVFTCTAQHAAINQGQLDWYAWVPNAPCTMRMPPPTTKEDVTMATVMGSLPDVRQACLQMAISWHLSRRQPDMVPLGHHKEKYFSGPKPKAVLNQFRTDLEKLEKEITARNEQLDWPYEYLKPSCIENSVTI
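Xylenol orange chromogenic assay: hydroperoxide from 12hLO oxidises Fe(II), giving red-shifted Fe(III)-XO absorbance. Conditions: 150 nM enzyme, 40 uM arachidonic acid, 25 mM Hepes pH 7.0, 0.01% Triton X-100, 30 min, room temperature.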
PNC inhibitor: High Content Assay for Compounds that inhibit the Assembly of the Perinucleolar Compartment; PC3M PTB-GFP, PNC prevalence imaging, 16 h; hits give low values; activity change (PNC), negative = inhibition, % at 10 µM; hit rate 3.1% among 140,000; AID 2417, 2010;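 active means readout at or below -70, meaning at least 70% loss of cells showing the perinucleolar compartment, a nuclear body marking cancer cells; inconclusive means readout between -30 and a set limit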;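 further: plate controls were DMSO wells for no effect and camptothecin positive control wells for full effect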
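Read-out is percentage of cells bearing a perinucleolar compartment, from automated 20x imaging of fixed, Hoechst-stained PC3M PTB-GFP cells. Cells were seeded 4 h, then exposed 16 h to compound (23 nl of library stock) in duplicate plates.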
Numbers without * were called inactive; ? = inconclusive; . = not tested or not shown; [ ] = another dose, or the depositor's remark. Unless noted, the call rests on the fitted dose curve; in most records, active means well fitted curve in the direction sought with a large enough effect; inconclusive means small, poorly fitted or top-dose-only effect, or another doubt; inactive means no such curve, though single readings can be large; an effect the other way counts as inactive or inconclusive. Unless noted, on the % scale 0 is the no-effect control and ±100 the full control effect.

Second line of a record – ALOX15B inhib	IMPase inh	ALOX12 inhib	PNC inhibitor
> CO[C@@H]1/C=C\O[C@]2(C)Oc3c(C)c(O)c4c(O)c(c(CN5CCN(C)CC5)c(O)c4c3C2=O)NC(=O)/C(C)=C\C=C[C@@H](C)[C@@H](O)[C@H](C)[C@@H](O)[C@H](C)[C@H](OC(C)=O)[C@@H]1C
  -7%[11.4 µM]	.	-8%[11.4 µM]	.
> COc1ccc2nc(NC(=O)c3ccc(-n4nc(C)cc4C)cc3)sc2c1
  -6%	0	0%	?
> CCOC(=O)Cn1c(=O)oc2cc(S(=O)(=O)NC(C)c3ccccc3)ccc21 (stereo not drawn)
  2%	5	5%	24
> O=C(NCCCNC(=O)c1cccs1)c1cccs1
  -3%	-5	0%	?
> COCCCNC(=S)NNC(=O)c1cccnc1
  6%	9	20%	-24
> N#Cc1cccc(Oc2ccc(-c3cnc4ccccc4n3)cc2)c1C#N
  .	-11	-4%	-5
> Cc1nnc(SCCn2c(N3CCCCC3)nc3c2c(=O)[nH]c(=O)n3C)s1
  .	.	0%	18
> CCCCn1c(SCC(=O)N2c3ccccc3CCc3ccccc32)nc2c1c(=O)n(C)c(=O)n2C
  .	-10	1%	41
> CC1(C)S[C@@H]2[C@H](NC(=O)C(C(=O)O)c3ccccc3)C(=O)N2[C@H]1C(=O)O (stereo partly drawn)
  .	.	-7%	-6
> O=C(NCc1ccc2c(c1)OCO2)c1nnc(Cc2ccc(Cl)cc2)o1
  .	.	-3%	33
> CCOC(=O)/C=C/C(=O)OCC(=O)NC(c1ccccc1)c1ccccc1
  .	.	-1%	-28
> COC(=O)C1CCCN1C(=O)COc1ccc(Br)cc1Cl (stereo not drawn)
  .	.	2%	56
> CNC(=S)NC1CC2CCCC(C1)N2Cc1ccco1 (stereo not drawn)
  4%	4	-9%	?
> O=C(CN1C(=O)C2C3C=CC(C3)C2C1=O)NC1CCCc2ccccc21 (stereo not drawn)
  -6%	0	-6%	5
> COC(=O)[C@@H]1[C@@H](C#N)C2(c3ccccc3-c3ccccc32)N(c2ccc(Cl)cc2)N1C#N
  .	19	-4%	-25
> COC(=O)C1=C(C)OC(N)=C(C#N)C1c1c(C)nn(C)c1C (stereo not drawn)
  .	.	15%	-4
> C=CCN=Cc1sc2ccc(OCC)cc2c1O
  .	-4	-4%	61
> COc1ccc(CCC(C)Nc2cccc(C)c2)cc1 (stereo not drawn)
  -22%	4	7%	26
> CC(C)COc1cccc(C(=O)NC(=S)NCc2cccnc2)c1
  .	-6	-26%	-1
> O=C(O)CCSCc1ccc(I)cc1
  -7%[11.4 µM]	.	2%[11.4 µM]	.
> CCC(C)C(=O)Nc1ccc(OC)cc1OC (stereo not drawn)
  -1%	-2	6%	-20
> COC(=O)c1c(-c2ccc(Br)cc2)noc1N
  4%	5	-3%	34
> CC1(C)CC(=O)C2=C(C1)Nc1ccccc1NC2c1ccccn1 (stereo not drawn)
  5%	6	0%	-4
> CCCC1(C(=O)OCC)NC(c2ccc(N(C)C)cc2)C2C(=O)N(c3ccc(F)cc3)C(=O)C21 (stereo not drawn)
  -11%	-15	-20%	?
> CCOC(=O)C1CCCN(C(=O)c2cc3ncc(Br)cn3n2)C1 (stereo not drawn)
  4%	0	-2%	7
> CC(C)OC(=O)C(NC(=O)c1ccccc1)=C1CCCCC1
  8%	-2	1%	-14
> COc1ccc(-n2c(C(C)n3nc(C)c([N+](=O)[O-])c3C)n[nH]c2=S)cc1 (stereo not drawn)
  .	-5	0%	73
> [O-][N+]1=C2CCC/C(=N\O)C2=NC12CCCCC2
  -2%	3	3%	-27
> CCOC(=O)c1c(C)[nH]c(C(=O)N/N=C/c2ccc(Br)cc2)c1C
  .	0	1%	-113*
> NC(=O)c1cccc2c3c([nH]c12)CCCC3
  -10%	-10	-5%	17
> CCOC(=O)c1cnn(-c2ccccc2)c1-n1cccc1C(=O)C(=O)Nc1ccccc1
  7%	0	-14%	-24
> COc1ccc(C(CCNC(C)c2ccccc2)c2ccc(F)cc2)cc1 (stereo not drawn)
  .	10	-4%	-9
> Cc1cccc(NC(=O)CN(c2ccc(C(C)C)cc2)S(=O)(=O)c2c(C)nn(C)c2C)n1
  20%	0	-2%	?
> O=C(COc1cccnc1[N+](=O)[O-])N1CCN(S(=O)(=O)c2ccc3ccccc3c2)CC1
  .	.	4%	?
> CCOc1ncccc1C(=O)OCc1cc(=O)oc2c(C)c(C)ccc12
  ?	-2	-1%	17
> Nc1nc2c(ncn2C2OC(COC(=O)c3ccccc3)C(OC(=O)c3ccccc3)C2OC(=O)c2ccccc2)c(=O)[nH]1 (stereo not drawn)
  11%	.	-10%	.
> Cc1ccc(C(=O)NCCSc2ccccc2)cc1S(=O)(=O)Nc1ccccc1
  -2%	3	0%	4
> CC(=O)N1CCc2cc(NS(=O)(=O)c3cccs3)ccc21
  -4%	2	-2%	-21
> O=C(CSc1nc2ccccc2s1)Nc1ccc2c(c1)OCO2
  .	.	-3%	-23
> CN(Cc1ccc(-n2cccn2)cc1)C(=O)c1cnn2c1NC(c1ccco1)CC2C(F)(F)F (stereo not drawn)
  -7%[11.4 µM]	8[1.84 µM]	-8%	8
> O=C(Nc1cccs1)Nc1ccc(Br)cc1F
  .	.	?	8
> Cc1cccc(OCC(=O)Nc2ccccc2N2CCN(C(=O)C(C)C)CC2)c1C
  -9%	6	-5%	-5
> COC(=O)c1ccccc1NC(=O)CN1C(=O)C2CCCN2c2ncc(Cl)cc21 (stereo not drawn)
  -14%	-1	-1%	4
> Cc1ccc(NC(=O)c2cc3ccccc3o2)cc1S(=O)(=O)N(C)C
  -2%	-7	6%	-19
> COCCn1c(=N)c(C(=O)NCCc2ccc(OC)cc2)cc2c(=O)n3cccc(C)c3nc21
  -18%	-2	4%	2
> Cn1c(NC(=O)c2ccccc2)cc(=O)n(C)c1=O
  12%	4	-6%	39
> CCN(CC)c1ccc(NC(=O)c2cccc(OC)c2)c(C)c1
  5%	6	3%	?
> CCOC(=O)C1CCCN(C(=O)c2cc(=O)c3ccccc3o2)C1 (stereo not drawn)
  0%	2	-7%	?
> CSc1cc(C)n(-c2ccc(Cl)cc2)c(=S)c1C(C)=O
  -4%	-11	0%	-15
> CCOC(=O)c1c(NC2OC(=O)c3c2ccc(OC)c3OC)sc(C(=O)OC(C)(C)C)c1C (stereo not drawn)
  .	.	4%	147

Next section:
Second line of a record – ALOX15B inhib	IMPase inh	ALOX12 inhib	PNC inhibitor
> CCC(CC)c1nnc(NC(=O)c2ccc(S(=O)(=O)N3CCc4ccccc4C3)cc2)s1
  .	.	-3%	?
> CCOc1cc(/C=N/N=C(\N)c2nonc2N)cc(Br)c1OCc1cccc2ccccc12
  -18%	4	7%	24
> Cc1c2cccn2cc[n+]1C
  8%[11.4 µM]	-3[1.84 µM]	1%	4
> COc1ccc(C(=O)/C=C/c2ccccc2C(F)(F)F)cc1
  20%	-2	1%	92
> CCN1CCC(=NNC(=O)CC23CC4CC(CC(C4)C2)C3)CC1
  7%	-5	-4%	-14
> O=C(CN1C2CCCC1CC(NC(=O)c1ccccc1)C2)Nc1nccs1 (stereo not drawn)
  .	5	3%	17
> CCCCOc1ccc(CNC(=O)NS(=O)(=O)c2ccc(OCC(C)C)cc2)cc1
  -3%	-3	1%	17
> CC(=O)NNC1=Nc2ccccc2N(C)C(C)C1 (stereo not drawn)
  .	.	1%	41
> Cc1cc2occ(CC(=O)Nc3nnc(C4CC4)s3)c2cc1C
  -22%	1	-5%	-13
> Cc1nc(S(=O)(=O)N(C)Cc2ccccc2)c(C#N)c(C)c1Cl
  -7%	-1	-2%	-2
> Cc1ccc(CNC(=O)CSCC(=O)O)cc1
  3%	-2	1%	40
> CC(SCc1ccccc1)C(=O)N/N=C/c1cc2c(cc1Br)OCO2 (stereo not drawn)
  -19%	1	-19%	1
> O=C(NCCN1CCOCC1)c1ccc2c(c1)N(Cc1ccccc1)CCS2
  16%	-8	10%	0
> CCOC(=O)N1CCN(C(=S)Nc2ccccc2C)CC1
  .	.	-5%	-26
> CC1(C)CC(=O)C2=C(C1)N(N1CCOCC1)C(N)=C(C#N)C2c1cccnc1 (stereo not drawn)
  -3%	-1	-3%	?
> C/C(=N\O)C(=O)NCCN1CCCCC1
  4%	-5	-1%	-21
> CC1Cc2ccccc2N1C(=O)COc1nc2ccccc2nc1N1CCOCC1 (stereo not drawn)
  -16%	?	-3%	42
> COc1ccc2[nH]c(=O)c(CN(Cc3ccc4c(c3)OCO4)C(C)=O)cc2c1
  3%	7	-8%	22
> CSc1nncn1/N=C/c1ccc2c(c1)OCO2
  ?	2	3%	50
> COc1ccc(-c2csc(C3=C(O)CN(Cc4ccc(S(N)(=O)=O)cc4)C3=N)n2)cc1OC
  4%	1	0%	14

Compound profiles, from the list above:
CSc1nncn1/N=C/c1ccc2c(c1)OCO2 across the screens: ALOX15B inhib = ?; IMPase inh = 2; ALOX12 inhib = 3%; PNC inhibitor = 50
C/C(=N\O)C(=O)NCCN1CCCCC1 across the screens: ALOX15B inhib = 4%; IMPase inh = -5; ALOX12 inhib = -1%; PNC inhibitor = -21
COc1ccc(-c2csc(C3=C(O)CN(Cc4ccc(S(N)(=O)=O)cc4)C3=N)n2)cc1OC across the screens: ALOX15B inhib = 4%; IMPase inh = 1; ALOX12 inhib = 0%; PNC inhibitor = 14

Going on with the list.
Second line of a record – ALOX15B inhib	IMPase inh	ALOX12 inhib	PNC inhibitor
> Cc1onc(-c2ccccc2Cl)c1C(=O)Nc1ccc(N2CCOCC2)cc1
  4%	1	-4%	31
> CC1CCN(c2ccc(C(=O)O)cc2NS(=O)(=O)c2ccc(Br)cc2)CC1
  .	.	-3%	?
> Cc1ccc(C(=O)CC(C(=O)O)c2cn(CCC#N)c3ccccc23)cc1 (stereo not drawn)
  -12%	1	-14%	-26
> N#Cc1ccc(C23CC4(C2)[C@H](CN(CC2CCCCC2)[C@@H]4c2ccccc2)C3c2ccc(C(F)(F)F)cc2)cc1 (stereo partly drawn)
  4%	.	-6%	.
> CCOC(=O)N1CCN(C(=O)c2cn(CCOC)c(=O)c3c2c2ccccc2n3C)CC1
  -6%	-6	-5%	?
> O=C(NCC1CCCO1)c1nnc(Cc2ccc(F)cc2)o1 (stereo not drawn)
  .	.	-2%	27
> CCOC(=O)C1CCN(C(=O)C2c3ccccc3C(=O)N(C)C2c2ccc(OC)cc2)CC1 (stereo not drawn)
  -3%	-1	4%	-29
> Cc1cc(C)n2cc(CSc3nnnn3-c3ccc(Cl)cc3)nc2n1
  1%	7	6%	-25
> CCCCN1C(=O)N(C)C2NC(=O)NC21 (stereo not drawn)
  1%	0	0%	-8
> CC(=O)CSc1nnc(CSc2ncccn2)n1C1CCCCC1
  7%	1	-4%	12
> O=C(NC1CCCC1)C(c1ccccc1)N(Cc1ccc2c(c1)OCO2)C(=O)Cc1cccs1 (stereo not drawn)
  .	11	-5%	?

The list is partial; rates above refer to the full screens.
